TRPC4 block: inhibitors of mouse TRPC4 channel, primary screen, Fluo4 calcium, HEK293 TRPC4beta/mu-opioid cells | DAMGO-evoked Fluo4 calcium flux; active compounds read low | Short transient receptor potential channel 4 (Mus musculus), Q9QUQ5 | B-score at 10 µM | 0.39% of 300,000 active;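 active = B-score over 3 SD under the library average, no early fluorescence shift, positive overall ratio signal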
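Material: HEK293 cells with stable TRPC4beta plus mu-opioid receptor expression / Probe or stimulus: DAMGO in two steps, submaximal then maximal / Compound: single concentration per test compound / Technique: kinetic Fluo4 fluorescence imaging of calcium influx / Read-out: per-well B score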
MrgX1 agonist: agonists of human MrgX1 receptor, primary screen, HEK293 cells, Fluo-4 calcium flux | AID 588627, 2011 | B-score at 10 µM | 0.44% of 310,000 active | Fluo-4 calcium fluorescence, agonist mode; active compounds read high | Mas-related G-protein coupled receptor member X1 (Homo sapiens), Q96LB2;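 active = calcium response B-score plate-corrected fluorescence ratio at least 3 library SD, with starting fluorescence B-score inside 5 SD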
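Test system: HEK293 cells stably expressing human MrgX1 receptor; Input: fifteen thousand cells per well; Dosing: compound delivered in addition one of three; Schedule: overnight seeding, then 1 h dark dye loading; Technique: Fluo-4 NW calcium fluorescence; Measure: B-scored fluorescence response ratio; Controls: positive and negative controls per plate.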
TRPC6 inh: mouse TRPC6 channel inhibitors, primary screen, cell-based, HEK293, membrane potential dye. AID 2553, 2010. B-score at 10 µM. 1.1% of 310,000 active. Short transient receptor potential channel 6 (Mus musculus), Q61143. ACh-evoked depolarization; active compounds read low;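 active = B-score under library mean minus 3 SD, initial fluorescence not abnormally high, positive integrated signal ratio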;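 also: B-score derived from integrated fluorescence ratio over the kinetic read; more negative B-score means stronger inhibition of depolarization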
Target sequence (Q61143 whole entry, looked up): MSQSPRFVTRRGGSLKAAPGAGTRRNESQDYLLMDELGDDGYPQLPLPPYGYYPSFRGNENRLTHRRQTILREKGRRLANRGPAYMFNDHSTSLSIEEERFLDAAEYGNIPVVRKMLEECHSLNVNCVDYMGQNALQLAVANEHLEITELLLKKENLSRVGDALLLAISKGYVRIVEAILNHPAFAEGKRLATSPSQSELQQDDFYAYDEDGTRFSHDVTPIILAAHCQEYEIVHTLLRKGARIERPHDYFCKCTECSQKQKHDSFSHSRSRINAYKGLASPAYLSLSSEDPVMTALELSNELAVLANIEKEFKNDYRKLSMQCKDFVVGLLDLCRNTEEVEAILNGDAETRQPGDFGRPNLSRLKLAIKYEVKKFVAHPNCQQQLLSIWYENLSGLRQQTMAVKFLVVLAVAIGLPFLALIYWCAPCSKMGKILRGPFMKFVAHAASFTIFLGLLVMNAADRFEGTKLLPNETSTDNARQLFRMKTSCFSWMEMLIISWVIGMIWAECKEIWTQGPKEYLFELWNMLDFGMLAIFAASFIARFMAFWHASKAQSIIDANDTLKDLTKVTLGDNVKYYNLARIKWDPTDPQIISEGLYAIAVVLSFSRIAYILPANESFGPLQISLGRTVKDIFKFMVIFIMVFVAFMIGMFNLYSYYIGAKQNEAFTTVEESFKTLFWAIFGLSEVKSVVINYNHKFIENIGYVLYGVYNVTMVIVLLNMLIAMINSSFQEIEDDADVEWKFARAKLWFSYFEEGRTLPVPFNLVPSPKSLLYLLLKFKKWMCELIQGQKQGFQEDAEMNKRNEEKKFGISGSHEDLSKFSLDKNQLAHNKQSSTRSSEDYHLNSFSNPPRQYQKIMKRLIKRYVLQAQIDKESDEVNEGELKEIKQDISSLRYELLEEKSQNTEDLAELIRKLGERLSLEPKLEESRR
RGS4 inh: RGS4 inhibitors, primary screen, cell-based, HEK293 M3R inducible RGS4, calcium flux; Regulator of G-protein signaling 4 (Homo sapiens), P49798; Fluo-4 calcium flux; active compounds read high; triggered by carbachol at its EC20; B-score at 10 µM; 0.45% of 310,000 active; AID 463165, 2010;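 active = B-score, a plate-corrected calcium signal, over three deviations above library mean, with baseline fluorescence within five deviations of library mean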;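 also: RGS4 expression induced by doxycycline in cells with stable M3 receptor; B-score is computed from the integrated fluorescence ratio over baseline after carbachol; higher B-score means a larger calcium signal and so more RGS4 inhibition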
Platelet DG rel: inhibitors of platelet dense granule secretion, primary screen, cell-based, MLPCN, human platelets; AID 1663, 2009; human platelet-rich plasma, SFLLRN dense granule ATP release, luminescence; 0.22% of 300,000 active; inhibition, %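 (compounds screened at 7.5 µM in platelet-rich plasma)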;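 active = mean replicate score, as percent of positive control, at or above 50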
SKKanGAS inh: S. pyogenes SKKanGAS growth inhibitors in kanamycin, primary screen, streptokinase expression inhibitor project, SKKanGAS strain, BacTiter-Glo luminescence | 6 h | inhibition, % at 7.5 µM | 1.3% of 300,000 active;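 active = mean replicate score, as percent of positive control median, at least 50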;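 also: strain carries kanamycin resistance gene driven by streptokinase promoter and grows in 40 µg/ml kanamycin; loss of luminescence reflects streptokinase promoter inhibition or plain growth inhibition; 0% = median of DMSO wells and 100% = positive control at its reference dose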
HIF activator: HIF pathway transcriptional activators, primary screen, cell-based, U2OS HRE-luciferase, luminescence. U2OS HRE-luciferase reporter; normalized: DMSO 0%, desferrioxamine 100%. activation, % at 7.5 µM (by protocol). 0.32% of 300,000 active. AID 1910, 2009;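 active = mean activation of at least 10% of the iron chelator positive control signal, with at least half of replicates also reaching 10%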
TRPC6 activator: mouse TRPC6 channel activators, primary screen, cell-based, HEK293, membrane potential dye; Short transient receptor potential channel 6 (Mus musculus), Q61143; HEK293-TRPC6 membrane potential dye fluorescence; active compounds read high; B-score at 10 µM; 0.13% of 310,000 active;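 active = B-score of the integrated fluorescence ratio above library mean plus 3 SD, and starting fluorescence ratio within library mean plus 5 SD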;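 also: higher score means more depolarization so channel activation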
MrgX1 antagonist: antagonists of human MrgX1 receptor, primary screen, HEK293 cells, Fluo-4 calcium flux. Mas-related G-protein coupled receptor member X1 (Homo sapiens), Q96LB2. BAM8-22 antagonism; active compounds read low. 1.3% of 310,000 active. B-score at 10 µM;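 active = calcium-response B-score plate-corrected more than 3 library SD below zero, starting fluorescence within 5 deviations, no agonist response on first addition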;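 also: peak minus trough fluorescence over baseline after final BAM8-22 challenge near maximal dose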
RGS4 act: RGS4 potentiators or activators, primary screen, cell-based, HEK293 M3R inducible RGS4, calcium flux; carbachol calcium flux Fluo4; active compounds read low; B-score at 10 µM; 0.92% of 310,000 active; AID 463111, 2010;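 active = B-score of the integrated calcium signal more than 4 SD below the library mean, with starting fluorescence not abnormally high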;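 also: negative B-score means reduced calcium response which marks RGS4 activation or potentiation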
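Assay system: Inducible-RGS4 HEK293 cells carrying M3 receptor | Schedule: Compound preincubation 20 min at room temperature before agonist | Signal: Kinetic calcium fluorescence imaging with Fluo4-AM dye, 2 µM | Read-out basis: B score from integrated fluorescence ratio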
MrgX1 PAM: positive allosteric modulators of MrgX1, primary screen, HEK293 cells, Fluo-4 calcium flux | Mas-related G-protein coupled receptor member X1 (Homo sapiens), Q96LB2 | FDSS; active compounds read high | B-score at 10 µM | 0.63% of 310,000 active | AID 588675, 2011;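 active = plate-corrected calcium response at least 3 library SD above typical, normal starting fluorescence, not activating the receptor alone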;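 also: compound read alongside a low EC10 to EC30 dose of BAM8-22 agonist; peak minus trough fluorescence over baseline measured at the second addition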
Active calls of the source: *; i = inactive; . = not tested or not shown.

SMILES	TRPC4 block	MrgX1 agonist	TRPC6 inh	RGS4 inh	Platelet DG rel	SKKanGAS inh	HIF activator	TRPC6 activator	MrgX1 antagonist	RGS4 act	MrgX1 PAM
O=C1C2C3C=CC(C4CC34)C2C(=O)N1/N=C/c1ccc(-c2cccc([N+](=O)[O-])c2)o1 (centres undefined)	i	i	i	i	-5	4	.	i	i	i	i
CC(=O)c1c(C)[nH]c(C(=O)NC2CCSc3ccccc32)c1C (centres undefined)	i	i	i	i	15	7	2.5	i	i	i	i
CCN(Cc1nc(-c2ccccc2)no1)C(=O)COc1cccc(OC)c1	i	i	i	i	-18	2	-0.5	i	i	i	i
C[C@H](NC(=O)N1CCn2c1nc1ccccc12)C(=O)NCc1ccccc1	i	i	i	i	-10	-4	-0.6	i	i	i	i
COc1ccc(NC(=O)C2CCN(C(=O)C3CC(=O)N(c4ccc(C)cc4)C3)CC2)cc1 (centres undefined)	i	.	i	i	1	1	-0.4	i	.	i	.
Cn1c(N)c(C(=O)COC(=O)CCc2ccccc2)c(=O)n(C)c1=O	i	i	i	i	-52	-4	0.2	i	i	i	i
O=C(CSc1ccc(Cl)cc1)N1CCCC1	i	i	i	i	-5	-13	0.6	i	i	i	i
CCc1ccc(NC(=O)C/C(C)=N/NC(=O)OCc2ccc(OC)cc2)cc1	i	i	i	i	-7	-3	0.3	i	i	i	i
CC(=O)c1cccc(NC(=O)c2ccc(S(=O)(=O)N3CCCC3)cc2)c1	i	i	i	i	-8	1	-0.2	i	i	i	i
Clc1ccc(-c2c[n+](Cc3ccc(Cl)cc3Cl)c3n2CCCCC3)cc1	i	i	i	i	-9	5	-0.2	i	i	i	i
O=C(OC(C(=O)NCc1ccccc1)c1ccccc1)c1ccco1 (centres undefined)	i	i	i	i	2	14	0.0	i	i	i	i
COc1ccccc1C(=O)NCCC(=O)N(C)CC(=O)Nc1ccccc1Br	i	i	i	i	3	-1	0.2	i	i	i	i
Cc1ccc(F)cc1S(=O)(=O)NCc1ccc(N2CCN(C)CC2)cc1	i	i	i	i	3	-1	0.2	i	i	i	i
O=C(CCc1nc2sc3c(c2c(=O)[nH]1)CCCC3)NCCOc1ccccc1	i	i	i	i	-6	10	-0.1	i	i	i	i
N#C/C(=C\C1CC2C=CC1C2)c1nc2ccccc2[nH]1 (centres undefined)	i	i	i	i	3	-28	2.1	i	i	i	i
Cc1ccccc1C(=O)Nc1nnc(S(=O)(=O)N2CCCCCC2)s1	i	i	i	i	7	19	-0.4	i	i	i	i
CC(NC(=O)CSc1cccc(C(F)(F)F)c1)c1ccccc1 (centres undefined)	i	i	i	i	-4	7	-0.3	i	i	i	i
Cc1ccc(NC(=O)[C@H](Cc2c[nH]c3ccccc23)NC(=O)[C@@H]2Cc3ccccc3CN2)c(C)c1	i	i	i	i	0	-2	-0.4	i	i	i	i
Cc1cc(CN2C(=O)c3ccccc3C2=O)no1	i	i	i	i	9	2	-0.3	i	i	i	i
O=C(c1ccccc1)c1ncc[nH]1	i	i	i	i	-7	0	1.3	i	i	i	i
C/C(=N\Nc1ccc(Cl)cc1)c1c(O)cc(C)oc1=O	i	i	i	i	-5	6	-0.1	i	i	i	i
CCc1cccc(NS(=O)(=O)c2ccc3c(c2)NC(=O)C(C)S3)c1 (centres undefined)	i	i	i	i	-4	4	0.1	i	i	i	16*
CC(C)NC(=O)CN1C(=O)c2cccc3cccc1c23	i	i	i	i	3	0	0.6	i	i	i	i
CC1(C)SC(=S)N(/N=C/c2ccccc2O)C1N(O)C(=O)Nc1ccccc1 (centres undefined)	i	i	i	i	-1	24	-2.0	i	i	i	i
CS(=O)(=O)c1ccc(Cl)c(NC(=O)c2cccc(Br)c2)c1	i	i	i	i	-2	5	-3.8	i	i	i	i
Cc1c(C(C)(C)C)s/c(=N/S(=O)(=O)c2ccccc2)n1C	i	i	i	i	-10	1	-0.1	i	i	i	i
Cc1ccc(C(=O)Nc2c(C)cc(C)c3cccnc23)cc1	i	i	i	i	-1	-9	0.5	i	i	i	i
COc1cc2c(cc1OC)CN(C(=O)c1cc(=O)c3ccccc3o1)CC2	i	i	i	i	-5	-13	1.6	i	i	i	i
O=C(NCCc1c[nH]c2ccccc12)/C(=C/c1cccnc1)NC(=O)c1ccco1	i	i	i	i	1	6	-0.1	i	i	i	i
Cc1c(C(=O)N2CCN(c3ccc([N+](=O)[O-])cc3)CC2)sc2ncn(CC(=O)N3CCOCC3)c(=O)c12	i	i	i	i	9	0	0.3	i	i	i	i
O=C(c1cc(-c2ccccn2)nc2ccc(Br)cc12)N1CCc2ccccc2C1	i	.	i	i	-8	16	-0.1	i	.	i	.
CC(C)Oc1ccc(C(CC(=O)O)Cc2ccccc2)cc1 (centres undefined)	i	i	i	i	-1	-2	0.5	i	i	i	i
C(=C(c1ccccc1)c1ccccc1)c1ccccn1	i	i	i	i	15	0	-0.4	i	i	i	i
Cc1c(C(=O)N/N=C/c2ccccc2)[nH]c2c([N+](=O)[O-])cccc12	i	i	i	i	-7	-3	0.4	i	i	i	i
CCN(C(=S)NC(=O)C1CCCC1)C1CCCCC1	i	i	i	i	-1	-2	-0.1	i	i	i	i
Cc1ccc(C2CC(c3ccco3)n3ncnc3N2)cc1 (centres undefined)	i	i	i	i	0	-2	0.2	i	i	i	i
COc1ccc2[nH]c3c(c2c1)CCNC3C1CC=C(C)CC1 (centres undefined)	i	i	-6.3*	i	7	-3	2.3	i	-8.9*	i	i
Cc1occc1C(=O)N/N=C/C=C/c1ccc(N(C)C)cc1	i	i	i	i	-2	-5	3.2	i	i	i	i
NNC(=O)c1oc2nc(-c3cccs3)cc(-c3ccco3)c2c1N	i	i	i	i	8	15	0.5	i	i	-9.7*	i
CC1CCCN(C(=O)CSc2n[nH]c(-c3cccs3)n2)C1 (centres undefined)	i	i	i	i	0	-3	1.3	i	i	i	i
O=C(O)c1ccc(Nc2ncnc3c2cnn3Cc2ccccc2)cc1	i	i	i	i	1	18	-0.1	i	i	i	i
O=C(O)c1cccnc1Sc1ccccc1	i	i	i	i	-8	-9	-0.1	i	i	i	i
O=C(OCC1OC(n2ccc(=O)[nH]c2=O)C(Cl)C1O)c1ccccc1 (centres undefined)	i	i	i	i	-1	0	0.6	i	i	i	i
CCCCn1c(N)c(N(CC(C)C)C(=O)c2ccc(C)c(S(=O)(=O)N3CCCCC3)c2)c(=O)[nH]c1=O	i	i	i	i	2	13	0.2	i	i	i	i
NC(=O)N/N=C/c1ccccc1OCC(=O)NCc1ccccc1	i	i	i	i	-48	-11	-1.1	i	-4.8*	i	i
CCCN1C2=NS(=O)(=O)CCN2c2ccccc21	i	i	i	i	11	6	0.5	i	i	i	i
Oc1ccc(/C=N/N2CCN(C3c4ccccc4-c4ccccc43)CC2)cc1O	i	i	i	i	2	0	0.9	i	i	i	i
Cc1ccc(NC(=O)c2nc[nH]c2C(=O)N[C@@H](C)C(=O)OC(C)(C)C)cc1	i	i	i	i	4	8	-0.1	i	i	i	i
COC(=O)c1ccc(CSc2nc3ccccc3c(=O)n2Cc2ccco2)o1	i	i	i	i	0	2	.	i	i	i	i
COc1ccc(C(=O)Nn2c(SCC(=O)N3CCC(C)CC3)nc3ccccc3c2=O)cc1	i	i	i	i	10	14	-2.6	i	i	i	i
CCOC(=O)CCCNC(=O)CCNC(=O)c1ccc(OCC)cc1	i	i	i	i	-5	2	-0.4	i	i	i	i
Cc1cc(C)c2c(CN3CCN(CCO)CC3)cc(=O)oc2c1	i	i	i	i	-1	-1	-0.1	i	i	i	i
CCOc1ccccc1NC(=O)CSC1=NN2CCCC(=O)N=C2S1	i	i	i	i	6	6	0.4	i	i	i	i
O=C(CCn1cncn1)N1CCCC(N2CCN(c3cccc(C(F)(F)F)c3)CC2)C1 (centres undefined)	i	i	i	i	-1	-2	-0.2	i	i	i	i
COc1ccc(NC(=O)c2ccc3c(c2)CCN3S(=O)(=O)c2ccccc2)c(OC)c1	i	i	i	i	-7	-4	-0.2	i	i	i	i
CCOC(=O)c1oc2ccccc2c1CN1CCCCC1	-6*	i	i	i	-8	-1	-0.2	i	i	i	i
Cc1ccc(N2C(=O)c3ccccc3C2C(=O)c2cc(C)ccc2O)cc1 (centres undefined)	i	i	i	i	8	-3	-0.1	i	i	i	i
O=C(CCc1nnc(-c2ccc(-c3ccccc3)cc2)o1)N1CCCCC1	i	i	i	i	20	15	-1.7	i	i	i	i
Cc1ccc(-n2ncc3c2CCCC3NC(=O)CCC2=NNC(=O)CC2)cc1C (centres undefined)	i	i	i	i	6	9	1.9	i	i	i	i
CN(CC(=O)Nc1ccccc1Br)C(=O)c1ccccc1-c1nc2ccccc2s1	i	i	i	i	1	1	-9.4	i	i	i	i

The results go on.
SMILES	TRPC4 block	MrgX1 agonist	TRPC6 inh	RGS4 inh	Platelet DG rel	SKKanGAS inh	HIF activator	TRPC6 activator	MrgX1 antagonist	RGS4 act	MrgX1 PAM
CCOc1ccc(N(CC(=O)NCc2ccccc2Cl)S(=O)(=O)c2c(C)noc2C)cc1	i	i	i	i	-4	2	-0.6	i	i	i	i
O=C(CNc1cc(S(=O)(=O)N2CCOCC2)ccc1N1CCCC1)N1CCc2ccccc21	i	i	i	i	30	-1	-0.1	i	i	i	i
CCCn1c(N)c(N(CCOC)C(=O)C(C)Oc2ccc(F)cc2)c(=O)[nH]c1=O (centres undefined)	i	i	i	i	14	-6	-0.4	i	i	i	i
O=C(O)CS/C(=C\c1ccc(F)cc1)c1nc2ccccc2s1	i	i	i	i	4	0	3.0	i	i	i	i

High-throughput results deposited in PubChem BioAssay by several laboratories.
